DNMT1 block – human DNMT1 methyltransferase inhibitors, primary screen, biochemical, molecular beacon, fluorescence, HinP1I cleavage, uHTS. inhibition (reported as % activation of signal), % at 10 µM. hit rate 0.83% among 360,000. DNA (cytosine-5)-methyltransferase 1 (Homo sapiens), P26358; in the data active means inhibition above about 50%
LMPTP inh – LMPTP phosphatase inhibitors, primary screen, biochemical, fluorescence intensity, uHTS; Low molecular weight phosphotyrosine protein phosphatase (Homo sapiens), P24666; recombinant LMPTP-A, OMFP fluorogenic substrate; AID 651560, 2012; inhibition, % at 20 µM; hit rate 0.22% among 360,000;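 active means compounds that cut the enzyme signal by at least half of the control window in the single-dose screen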;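 further: plate controls were DMSO wells with enzyme plus substrate for no effect and substrate without enzyme for full effect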
Target sequence (P24666 whole entry, looked up): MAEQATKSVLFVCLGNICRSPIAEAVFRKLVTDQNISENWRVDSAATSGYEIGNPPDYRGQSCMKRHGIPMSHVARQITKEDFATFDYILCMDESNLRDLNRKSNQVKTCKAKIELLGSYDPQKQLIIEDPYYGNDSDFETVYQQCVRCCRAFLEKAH
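Assay system: LMPTP-A, protein tyrosine phosphatase of low molecular weight / Medium: pH 6.0 Bis-Tris buffer with DTT and Triton X-100 / Schedule: 50 min enzyme reaction at room temperature, protected from light / Measured by: endpoint fluorescence intensity from OMFP dephosphorylation / Read-out basis: % inhibition relative to no-enzyme and uninhibited control wells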
Scp-1 inhibitor – Scp-1 phosphatase inhibitors, primary screen, biochemical, colorimetric, uHTS; Carboxy-terminal domain RNA polymerase II polypeptide A small phosphatase 1 (Homo …; Recombinant Scp1, phosphopeptide, malachite green phosphate absorbance; inhibition, % at 20 µM; hit rate 0.88% among 340,000; AID 493091, 2011;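 active means inhibition above about 50% at 20 µM, limit read from the data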;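 further: plate controls were DMSO wells with enzyme for no effect and wells lacking enzyme for full effect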
Target sequence (Q9GZU7 76-261 limits assumed): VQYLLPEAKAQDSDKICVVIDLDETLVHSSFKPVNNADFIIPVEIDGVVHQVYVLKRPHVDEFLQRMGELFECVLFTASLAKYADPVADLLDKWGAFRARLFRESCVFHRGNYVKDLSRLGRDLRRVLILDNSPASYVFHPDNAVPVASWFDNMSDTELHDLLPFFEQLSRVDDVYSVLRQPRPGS
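Assay system: SCP-1 catalytic fragment, aa 76-261 | Buffer or medium: Tris acetate buffer pH 5.5 with MgCl2 and Tween-20 | Compound: One concentration, 20 µM, with 1.0% DMSO | Also added: Phospho 17-mer peptide substrate | Signal: Absorbance at 630 nm | Incubation: 45 min enzyme reaction at room temperature | Measure: % inhibition of SCP-1 phosphate liberation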
Tb MetRS inh – T. brucei MetRS inhibitors, primary screen, biochemical, luminescence. methionyl-tRNA synthetase (Trypanosoma brucei brucei). purified T. brucei MetRS, ATP depletion, Kinase-Glo luminescence. inhibition, % at 11.9 µM. hit rate 0.4% among 360,000. AID 624268, 2012;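 active means inhibition above a per-plate cutoff of the control wells' mean inhibition plus 3 SD, cut at about 5.5% in these data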;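 further: 0% = DMSO wells median and 100% = median of wells with control inhibitor compound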
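System: purified T. brucei MetRS enzyme / Detection: Kinase-Glo luciferase luminescence reporting remaining unconsumed ATP / Medium: HEPES buffer with MgCl2, KCl, DTT, spermine, BSA, pyrophosphatase / Replication: singlicate, one well per compound / Evaluation: percent inhibition relative to median high and low control wells / Schedule: 2 h aminoacylation at 25 °C after 15 min preincubation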
Neddylation inh – inhibitors of cullin neddylation, primary screen, biochemical, TR-FRET, uHTS, NAE and Ubc12. calls only at 25 µM. hit rate 0.58% among 360,000; in the data active means inhibition above about 36%
NadD inh – inhibitors of S. aureus NadD, primary screen, biochemical, colorimetric, uHTS. hit rate 0.78% among 360,000. purified NadD enzyme, colorimetric absorbance read-out. Nicotinate-nucleotide adenylyltransferase NadD (Staphylococcus aureus N315). inhibition, % at 20 µM; in the data active means inhibition above about 26%; further: some compounds past the cut are filed as inactive
SKN-1 inh – suppressors of acrylamide-induced Pgst-4::GFP reporter in worms, primary screen, SKN-1 inhibitor project, whole organism, uHTS, GFP/RFP fluorescence ratio, strain VP596. AID 624304, 2012. inhibition, % at 21.8 µM. hit rate 0.49% among 360,000. C. elegans VP596 Pgst-4::GFP/RFP ratio, 24 h;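 active means interference check ratio from 0.5 to 1.5 plus GFP to RFP signal ratio inhibition reaching or exceeding a fixed threshold, cut at about 30% in these data, passing the limit was not always enough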; further: some compounds called inactive have numbers as strong as hits
SUMO1 PPI mod – modulators of SUMO1 protein-protein interactions, primary screen, biochemical, uHTS | Small ubiquitin-related modifier 1 (Homo sapiens), P63165 | SUMO1 binding to a labelled peptide, TR-FRET, 1 h | inhibition, % at 20 µM | hit rate 0.33% among 360,000; in the data active means inhibition above about 37%
Target sequence (P63165 whole entry, looked up): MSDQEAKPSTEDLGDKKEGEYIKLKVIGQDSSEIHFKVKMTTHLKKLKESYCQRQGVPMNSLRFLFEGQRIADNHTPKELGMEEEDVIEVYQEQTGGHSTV
STEP block – STEP phosphatase inhibitors, primary screen, biochemical, fluorescence intensity, uHTS; inhibition, % at 20 µM; hit rate 0.25% among 360,000; Tyrosine-protein phosphatase non-receptor type 5 (Homo sapiens), P54829; recombinant STEP, OMFP fluorogenic substrate;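 active means inhibition at 20 µM, scaled per plate between control wells, above about 37%, limit read from the data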;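 further: 0% = DMSO with enzyme and substrate and 100% = substrate only without enzyme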
Target sequence (P54829 whole entry, looked up): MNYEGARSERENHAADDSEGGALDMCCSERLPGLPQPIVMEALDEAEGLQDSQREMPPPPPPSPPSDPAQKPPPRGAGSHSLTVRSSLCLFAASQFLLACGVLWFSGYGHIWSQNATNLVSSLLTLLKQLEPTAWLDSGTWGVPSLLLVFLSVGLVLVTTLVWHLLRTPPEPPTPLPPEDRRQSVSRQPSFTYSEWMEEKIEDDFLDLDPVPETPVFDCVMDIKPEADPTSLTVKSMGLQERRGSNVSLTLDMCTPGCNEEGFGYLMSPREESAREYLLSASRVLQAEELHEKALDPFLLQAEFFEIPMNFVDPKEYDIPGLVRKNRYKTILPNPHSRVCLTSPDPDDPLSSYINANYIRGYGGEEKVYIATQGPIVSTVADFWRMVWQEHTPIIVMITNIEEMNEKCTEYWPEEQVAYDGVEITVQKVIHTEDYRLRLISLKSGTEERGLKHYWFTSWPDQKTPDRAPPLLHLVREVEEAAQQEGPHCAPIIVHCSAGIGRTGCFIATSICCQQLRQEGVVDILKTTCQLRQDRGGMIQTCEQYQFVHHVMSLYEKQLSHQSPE
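Measure: Control-normalized % inhibition with plate pattern correction | Test system: STEP phosphatase, cell-free reaction | Medium: pH 6.0 Bis-Tris with DTT and Tween 20 | Technique: Fluorescence, 480/540 nm | Times: Reaction 20 min, ambient temperature | Doses: Single compound dose of 20 µM, 1% DMSO final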
NRP1-CendR mod – modulators of CendR peptide binding to NRP-1, primary screen, biochemical, fluorescence polarization, uHTS. Neuropilin-1 (Homo sapiens), O14786. FAM-RPARPAR peptide binding to NRP-1. inhibition, % at 25 µM. hit rate 0.85% among 360,000;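 active means inhibition or corrected inhibition above about 18%, plus a signal ratio from 0.5 to 1.5, limit read from the data, passing the limit was not always enough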; further: strong numbers were not always called active
Numbers without * were called inactive; i = inactive; x = no result given.

Results follow in this order: DNMT1 block, LMPTP inh, SKN-1 inh, NadD inh, STEP block, Neddylation inh, SUMO1 PPI mod, Tb MetRS inh, Scp-1 inhibitor, NRP1-CendR mod
CO/N=C/C(=N\Nc1ccc(OC)cc1)C(=O)c1ccc(F)cc1
    2.6, 2.2, 7.1, 2.7, 0.1, i, 3.2, -0.3, -9.1, -54.0
COc1cc2oc(=O)cc(CN3CCN(c4ccccc4F)CC3)c2cc1Cl
    11.8, 1.9, 3.7, 38.9*, -4.0, i, 1.6, -1.3, x, -0.4
O=C(Nc1ccc([N+](=O)[O-])cc1)C1CC12CCC2 (centres undefined)
    -3.4, -0.4, 14.8, 0.5, -2.7, i, -17.8, -0.5, -10.4, -7.9
CC1(C)C2CCC1(C(=O)O)c1nc3ccccc3nc12 (centres undefined)
    -0.1, 0.1, -11.1, -2.4, 0.9, i, -4.6, -0.1, -4.1, 15.3
CCn1c(SCC(=O)Nc2ccccc2C)nnc1-c1ccccc1O
    -0.9, -0.5, 3.3, -2.1, -1.9, i, 2.6, -0.3, -0.3, -4.3
CC(C)C[C@H]1CNC(=S)N1C[C@H]1CCCN1C[C@H](Cc1ccc(O)cc1)N1C[C@H](Cc2ccc(O)cc2)N(CC2CCCCC2)C1=S
    -33.9, 2.6, 13.3, 29.0, 0.1, i, 5.6, 0.0, x, 3.3
Cc1nc2nc[nH]n2c(=O)c1NC(=O)c1cccc(OCC(C)C)c1
    -1.9, -2.2, -3.0, 3.4, 0.3, i, -3.0, -1.4, 2.6, -15.4
Cc1cc(NCCO)c2ccccc2n1
    -1.4, 8.6, 2.4, 2.7, 0.0, i, 1.8, 0.3, -4.3, -5.2
O=C(CSc1nnc(Cn2nnc3ccccc32)o1)Nc1cccc(Cl)c1
    -7.9, -0.7, -19.1, 3.3, -5.6, i, -2.7, -0.1, -6.0, -5.2
COc1ccc(OC)c(NC(=O)CSc2ccc3ccccc3c2)c1
    -11.8, 1.3, 21.1, -9.4, -0.9, i, -1.2, -1.2, -14.5, 21.6
CCC(=O)Nc1cc(C(=O)OC(C(=O)c2ccc(C)c(C)c2)c2ccccc2)ccc1C (centres undefined)
    -3.4, 1.0, -1.8, -4.6, 0.8, i, -0.9, -1.2, -4.0, 0.6
COC(=O)CCC/C=C1/SCC(NC(=O)c2ccccc2)/C1=N/O (centres undefined)
    -19.5, 2.6, -2.6, 1.6, 0.2, i, -5.4, -0.4, -0.3, 1.2
Cc1ccccc1N1C(=O)C2ON(c3ccccc3)C(c3ccco3)C2C1=O (centres undefined)
    1.1, 0.4, -3.4, -6.7, -0.9, i, 4.5, 0.1, -22.6, -7.0
CCNc1nc(NC(C)C)nc(NC(C)(C)C)n1
    -0.2, 3.5, -7.8, -6.2, -0.8, i, 2.0, 0.0, -0.7, -0.1
CCOc1ccccc1C(=O)OCC(=O)Nc1ccc(OC(F)F)cc1
    3.4, 0.2, -24.5, -5.9, -2.1, i, -0.4, -1.5, -2.4, -2.1
COc1ccc(-c2c(C)oc3c(CN4CCN(C)CC4)c(O)ccc3c2=O)cc1
    4.7, -2.2, 15.7, -4.4, 1.0, x, -1.8, 0.0, -6.0, 1.7
CC(=O)Cn1nnc2sc3c(c2c1=O)CCC(C(C)(C)C)C3 (centres undefined)
    3.9, -0.5, -2.1, -1.2, -0.9, i, -17.6, 0.3, -6.5, 10.5
CC1CCN(C(=O)C2CC(c3ccc(F)cc3)=NO2)CC1 (centres undefined)
    -1.3, -1.4, -2.9, 7.3, -1.4, i, -3.0, 0.0, -5.3, -19.1
CC(=O)NC(CC(C)C)C(=O)NC(=O)NCc1ccccc1 (centres undefined)
    -0.7, -0.9, 14.5, -0.6, -0.7, i, 6.8, -0.6, -1.1, -1.5
COc1ccccc1CC(=O)Nc1ccccc1O
    1.7, -1.1, 17.9, 0.1, -0.8, i, 2.5, -0.2, -8.4, -0.5
CCCN1CCN(CCCNC(=O)C2CCCN(c3nnc(-n4cccc4)s3)C2)CC1 (centres undefined)
    0.2, -2.4, 3.5, 2.3, 0.8, i, -2.4, -0.3, -4.9, 12.6
Cn1nnc(NC(=O)CSc2nnnn2-c2ccc(F)cc2)n1
    0.2, -1.4, 19.0, -2.7, -1.7, i, -3.0, -0.3, -2.0, -2.9
CCCC(=O)Nc1ccc(Sc2ccc([N+](=O)[O-])cc2)cc1
    -2.9, 0.5, 17.1, -11.0, 0.1, i, -24.5, 0.0, -4.3, -0.4
COc1ccccc1-c1nnc(NC(=O)c2ccc(S(=O)(=O)N(C)CC3CCCO3)cc2)o1 (centres undefined)
    -0.3, 0.6, -7.9, 12.8, -0.5, i, 2.1, -0.2, -10.0, -8.2
Cc1c(CN2CCCC(C(=O)c3cccc(Cl)c3)C2)c(=O)n(-c2ccccc2)n1C (centres undefined)
    1.9, 2.0, -2.6, -8.6, 1.6, i, 3.4, -0.3, -1.3, -6.1
COc1ccc(N2CCN(CC(=O)N3CCC(C)CC3)CC2)cc1
    0.5, -1.0, 1.9, -6.7, 0.3, i, -3.3, -1.5, -0.1, -8.1
Nc1[nH]c(C(=O)c2ccccc2)c(-c2cccnc2)c1C(=O)NCCc1ccc(Cl)cc1Cl
    x, -0.7, 5.3, 8.1, x, i, -9.1, -0.5, x, -23.4
CCn1c2ccccc2c2c3ncc4cccn4c3ccc21
    -8.4, 7.9, 23.4, 39.4*, -1.3, x, -11.4, 0.6, 1.4, -116.7
Cc1cc(NC(=O)c2ccco2)ccc1-n1cnnn1
    -0.3, -1.6, 61.3*, 3.1, 0.5, i, -6.2, -0.2, -2.2, 8.8
Cc1ccc(C(=O)OCC(=O)NCc2cccs2)s1
    0.8, -0.8, 14.7, 7.8, 2.1, i, 2.9, -0.4, -5.8, 11.1
CCOC(=O)C1CCCN(CC(O)COCc2ccccc2OC)C1 (centres undefined)
    2.5, 0.4, 5.3, -5.5, -4.0, i, 3.2, 0.1, -5.2, 2.7
Cc1cc(C(=O)OCc2nnc(-c3ccccc3)o2)c(C)n1-c1ccccc1
    -13.0, 5.4, -9.0, -5.1, 0.9, i, 0.0, -0.9, -11.3, -14.8
O=C(Cc1nc(-c2ccc(Br)s2)cs1)NCCN1CCOCC1
    -23.2, -1.6, 4.3, 3.1, -2.3, i, -12.9, -0.7, -5.5, -16.5
O=C(COC(=O)Cc1ccc(Cl)cc1)NCc1ccc(Cl)cc1
    3.5, -1.4, -4.1, 0.9, 1.2, i, -0.7, 0.0, x, -10.8
CCN1C(=O)/C(=C/c2nc3ccccc3c(=O)n2-c2ccc(C)cc2)c2ccccc21
    1.8, 0.8, 3.9, -2.9, 1.4, i, -10.9, -0.1, -5.3, -3.5
COc1ccccc1NS(=O)(=O)c1ccc2c(c1)N(C(C)=O)CC(C)S2 (centres undefined)
    0.1, -0.8, 7.6, -0.9, 1.0, i, 3.2, 0.2, -11.3, 8.6
Cc1ccc(NC(=O)Cn2nc(C)c(S(=O)(=O)N(C)C)c2C)cc1C
    -1.4, -1.3, -9.6, -8.0, 1.2, i, -6.2, -1.4, 8.6, -3.0
CC(=O)Nc1ccc(S(=O)(=O)Nc2ccc3c(c2)n(C)c(=O)n3C)c(C)c1
    1.0, -0.5, -4.7, -9.5, -5.2, i, 2.1, -1.1, -7.7, -0.2
COc1cccc(C(=O)COc2ccc(NC(=O)c3cccs3)cc2)c1
    -1.9, 0.1, 9.7, -5.4, -1.1, i, -2.3, -0.4, -11.7, 10.5
COc1ccccc1-c1c(C)nn2c(N)c(-c3ccccc3)cnc12
    19.5, 0.7, -13.5, -4.1, -1.9, x, 0.8, -0.8, -1.6, -6.7
CCOC(=O)c1sc(=S)n(CC)c1NC(=O)c1ccccc1C
    1.1, -0.1, 9.6, -2.1, -2.2, i, -5.0, -0.3, -7.9, 14.9
CCOC(=O)c1ccc(COC(=O)c2cc3ccccc3oc2=O)o1
    -2.9, -0.6, -5.0, -1.4, -2.4, i, -14.1, -1.0, -4.5, 4.4
CCc1ccc(C(=O)NNC(=O)OC)cc1
    0.7, -0.6, -0.6, -2.2, 2.0, i, -0.1, 0.0, -0.7, -12.3
Cc1ccccc1Nc1nnc(SCC(=O)NCC2CCCO2)s1 (centres undefined)
    6.1, -2.4, 8.4, -1.0, 1.5, i, 2.4, 0.4, -4.7, 23.5
O=C(Nc1ccccc1)C1=C[C@@H](c2ccccc2)C[C@@H](OCc2ccc(CO)cc2)O1
    -9.9, -0.7, 11.5, -4.4, 6.1, i, -1.4, 0.5, -2.3, -13.6
C[C@H]([C@H](O)c1ccccc1)N(C)C(=O)CN
    5.2, 0.0, -20.9, -1.7, 7.0, i, 1.2, -0.2, -8.5, -4.6
Cc1nn2c(-c3ccco3)nnc2c2ccccc12
    11.6, 0.9, -2.2, 1.8, 0.5, i, 7.8, 0.8, -9.0, -12.6
CCCn1c(SCC(=O)Nc2cc(S(=O)(=O)N3CCOCC3)ccc2Cl)n[nH]c1=O
    0.9, -1.6, -0.6, -0.4, 5.0, i, 3.9, -0.3, -1.9, 13.3
COc1ccccc1CC(=O)Nc1ccc(S(=O)(=O)N2CC(C)CC(C)C2)cc1 (centres undefined)
    3.8, 4.4, 6.4, 3.6, -0.2, i, 6.9, -0.2, -5.0, 11.5
CC1CCC2(CC1)N=C(N)Nc1nc3ccccc3n12 (centres undefined)
    1.9, 24.9, 0.5, -4.6, -2.6, i, -2.4, -1.2, -15.4, 5.2
S=C(NCCc1ccccc1)Nc1ccccc1N1CCOCC1
    5.8, -0.2, 5.0, -3.8, 0.4, i, -0.6, -0.7, 0.2, 3.0
Cc1cc(N)nc(SCC(=O)N2C(C)CCCC2C)n1 (centres undefined)
    2.8, 0.7, 12.0, -10.4, -3.2, i, -1.9, 0.3, -9.6, 1.5
